# Screens: PubChem, several laboratories
# HIV RNase H inh: inhibitors of HIV-1 reverse transcriptase RNase H. P04585. RT-RNase H RNA/DNA duplex cleavage, fluorescence. inhibition, % at 10 µM. 65,000 compounds, 1.9% hits; in the data active = inhibition above about 50%
# RmlC RmlD mix: inhibitors of RmlC and RmlD coupled enzymes. inhibition, % at 5.5 µM. 110,000 compounds, 0.39% hits. RmlC/RmlD coupled enzyme inhibition, 384-well mixture HTS. AID 1532; in the data active = inhibition above about 30%, passing the limit was not always enough; note: strong numbers were not always called active
# * hit, by the source's call; / = no result given.
# Every second line gives: HIV RNase H inh, RmlC RmlD mix
CC1=C(C(=O)Nc2ccccc2C)C(c2cccnc2)n2nc(CCCO)nc2N1 (configuration not stated)
    4, -13
O=c1oc2c(CN3CCOCC3)c(O)ccc2c2c1CCC2
    -6, 100*
CCN(Cc1nc2ccccc2c(=O)[nH]1)Cc1cc(=O)oc2cc(OC)ccc12
    /, 11
CC(C)CNC1=CC(=O)CC(c2ccco2)C1 (configuration not stated)
    11, -21
Cn1c(C(=O)NCCN2CCN(Cc3ccccc3)CC2)cc2c(=O)n(C)c3ccccc3c21
    -5, -36
Cc1nc2scc(-c3ccc(Cl)cc3)c2c(=O)o1
    /, 1
CCN(CC)c1ccc(NC(=O)Cn2nnc(-c3cccc(OC)c3OC)n2)c(C)c1
    -9, -3
CC1CC(NC(=O)Cc2ccc(Br)cc2)CC(C)(C)C1 (configuration not stated)
    /, 5
CNC(=O)c1ccccc1NC(=O)c1ccc(C)c(S(=O)(=O)N2CCCCC2)c1
    3, 0
COC(=O)C1=C(N)Oc2cc(C)n(Cc3cccnc3)c(=O)c2C1c1ccccc1OC (configuration not stated)
    -1, /
Cc1c(NC(=O)Cn2ccc([N+](=O)[O-])n2)c(=O)n(-c2ccccc2)n1C
    /, -3
O=C(COc1ccccc1F)Nc1nnc(-c2ccncc2)s1
    /, 25
COc1ccc(CC(=O)Nc2cccc(-c3nnc(-c4ccccc4)o3)c2)cc1OC
    -11, 6
CC(=O)c1c(C(C)=O)c(C)n(CCCCn2c(C)c(C(C)=O)c(C(C)=O)c2C)c1C
    0, /
O=C1CC(N(Cc2ccco2)C(=O)Nc2ccc(F)cc2)C(=O)N1c1ccc(F)cc1 (configuration not stated)
    -7, 4
Cn1c(C(=O)NC2CCCC2)cc2c(=O)n(C)c3ccccc3c21
    -15, 5
CN1C(=O)N(C)C(=O)C(CCc2ccncc2)(Cc2ccc3c(c2)OCO3)C1=O
    -11, 28
O=C(NCC1CCCO1)C1c2ccccc2C(=O)N1Cc1ccc2c(c1)OCO2 (configuration not stated)
    -13, 3
OCCN(Cc1ccccc1)Cc1ccc(Cl)cc1
    /, 10
Cc1cc(NC(=O)c2ccc(S(=O)(=O)N(C)C)cc2)no1
    -9, -12

# Quoted at random: 4 entries already listed, in no set order.
# Every second line gives: HIV RNase H inh, RmlC RmlD mix
CC1CC(NC(=O)Cc2ccc(Br)cc2)CC(C)(C)C1 (configuration not stated)
    /, 5
OCCN(Cc1ccccc1)Cc1ccc(Cl)cc1
    /, 10
CN1C(=O)N(C)C(=O)C(CCc2ccncc2)(Cc2ccc3c(c2)OCO3)C1=O
    -11, 28
CCN(CC)c1ccc(NC(=O)Cn2nnc(-c3cccc(OC)c3OC)n2)c(C)c1
    -9, -3

# Next compounds.
# Every second line gives: HIV RNase H inh, RmlC RmlD mix
O=C(CSc1nc2ccccc2c(=O)n1CC1CCCO1)N1CCN(c2ccccc2)CC1 (configuration not stated)
    -55, 6
Cc1nc2cc(C(=O)O)ccc2n1-c1ccccc1
    5, 9
Cc1nc2nc(SCC(=O)N3CCOCC3)nn2c(C)c1Cc1ccccc1
    -18, -22
O=C(CSc1nnc2ccccn12)c1ccc(OC(F)F)cc1OC(F)F
    1, 4
CCc1c(C)nc(SCC(N)=O)c(C#N)c1C
    /, 6
COc1ccc(N(Cc2cc(=O)[nH]c3ccccc23)C(=O)c2ccco2)cc1
    9, -9
CCCn1nnc(NC(=O)Cc2ccc(Cl)cc2)n1
    0, 5
Cc1ccc(CCNC(=O)C2CCCN(C(=O)c3cc4sccc4n3C)C2)cc1 (configuration not stated)
    -4, 83
CCNC(=O)CC1C(=O)N(c2ccc(C)cc2)C(=O)N1Cc1ccccn1 (configuration not stated)
    0, -3
Cc1occc1C(=O)NCc1ccc2c(c1)OCO2
    -4, -10
COc1cc2c(cc1OC)C(c1ccco1)CC(=O)N2 (configuration not stated)
    -20, 3
COc1ccc(NC(=S)Nc2cc(-c3ccccc3)[nH]n2)cc1Cl
    /, 29
Cc1ccc(S(=O)(=O)NCC(=O)N(CC(=O)NCc2ccco2)Cc2cccs2)cc1
    /, -11
Nn1c(COc2ccccc2)nc2ccccc2c1=O
    -1, 7
Cc1cc(C)c2c(c1)SC1=NC(c3ccccc3)(C(F)(F)F)NC(=O)N12 (configuration not stated)
    /, -6
CCCCN(CC)S(=O)(=O)c1ccc(C(=O)Nc2nnc(CSC)o2)cc1
    23, -14
CC(=O)n1cc([C@H]2C=C(C(=O)O)O[C@@H](OCCCCO)C2)c2ccccc21
    /, -3
CCn1ncc(Cl)c1C(=O)NC(C)c1ccccc1 (configuration not stated)
    -15, 2
COc1ccc2nc(N/C(N)=N/C(=S)Nc3cccc(C)c3)nc(C)c2c1
    /, -1
O=C1C2C3C=CC(C3)C2C(=O)N1c1n[nH]c(CCc2ccccc2)n1 (configuration not stated)
    -3, 2
CCOC(=O)CSc1ccc2nnc(-c3cccs3)n2n1
    25, 6
O=C(Nc1ccc(Nc2ccccc2)cc1)C1CC1
    3, -8
COC(=O)C1C(=O)C2=C(CC1C)NC(=O)CC2c1ccc(O)c(OC)c1 (configuration not stated)
    -3, -19
CN1CCCC(OC(=O)COc2ccccc2)C1 (configuration not stated)
    -10, 0
Cc1cc2nc(SCCN3CCOCC3)[nH]c2cc1C
    /, 9
CCN(CC)S(=O)(=O)c1cc(C(=O)OCC(=O)c2ccc3c(c2)NC(=O)CO3)ccc1Cl
    /, -34
CCOC(=O)CSc1cc(C)nc(NC(C)=O)n1
    5, 6
Cn1c(=O)n(CCCOc2ccc(Br)cc2)c2ccccc21
    -44, 3
O=C(CCN1CCOCC1)NCC1COc2ccccc2O1 (configuration not stated)
    /, -7
CCCC(=O)Nc1c(C)nn(C(=O)CCC)c1C
    0, 1
Cc1ccccc1NC(=S)NCCC(c1ccccc1)c1ccccc1
    /, 13
Cc1ccc(Cn2c(SCC(=O)N/N=C/c3ccc(C)o3)nc3ccccc32)cc1
    /, -8
COc1cccc(C2/C(=C(/O)c3cnn(-c4ccccc4)c3C)C(=O)C(=O)N2CCN(C)C)c1 (configuration not stated)
    7, /
O=C(Cc1cccs1)Nc1cccnc1
    -4, -11
COc1ccc(CNC(=O)[C@H](C)NC(=O)C2CCN(S(=O)(=O)c3ccc(C)cc3)CC2)cc1
    6, 0
Cc1[nH][nH]c(=O)c1C(c1ccc(-c2ccc(Cl)cc2Cl)o1)c1c(C)[nH][nH]c1=O
    /, -16
O=C(N1CCN(c2ccccc2)CC1)C12CC3CC(CC(C3)C1)C2
    0, 6
CC(C)NS(=O)(=O)c1ccc(CCC(=O)N2CCOCC2)cc1
    -7, -171
O=C(CSc1nnnn1-c1ccc2c(c1)OCCO2)N1CCc2ccccc21
    1, 7
COc1cccc(N2CCN(C(=S)Nc3cccc(C)c3)CC2)c1
    /, 3
Nc1ccccc1OCCOCCOCCOc1ccccc1N
    -4, -9
O=C(NCc1ccccc1)NC(=O)c1ccccc1
    1, 4
C=CCNC(=S)N1CCN(CCN=CC2=C(O)CC(c3ccco3)CC2=O)CC1 (configuration not stated)
    /, 1
O=C(OCc1c(Cl)cccc1Cl)c1cccnc1
    -93, -19
COc1ccc(C(C(=O)NC2CCCC2)N(Cc2ccccc2)C(=O)CNC(=O)c2ccco2)cc1 (configuration not stated)
    /, -1
S=C1NC[C@H](c2ccccc2)N1CC1CCCCC1
    /, -8
O=C(CN1CCN(Cc2ccccc2)CC1)c1ccc(Br)cc1
    -26, /
CCOC(=O)N1CCC(n2c(=S)[nH]c3cc(OC)c(OC)cc3c2=O)CC1
    1, 8
CC(C)(C)c1ccc(CNc2cc(N3CCOCC3)ccc2[N+](=O)[O-])cc1
    /, -9
O=c1[nH]c2cc3c(cc2cc1CN(CCCO)Cc1nnnn1Cc1ccc(F)cc1)OCO3
    -23, -48
CCCCCCC12CCC(C(=O)O)(CC1)CC2
    /, 4
Cn1cccc1/C=N/NC(=O)Cn1cnc2ccccc21
    /, 8
Cc1ccccc1C(=O)Nc1cccc(-c2nnc(SCC(=O)O)n2C)c1
    9, 17
COC(=O)c1ccc(CSc2nnnn2-c2ccccc2)o1
    -69, 5
CC(NC(=O)Oc1ccccc1)C(c1cccs1)N1CCOCC1 (configuration not stated)
    3, -4
Cc1c(C(=O)N2CCN(S(C)(=O)=O)CC2)oc2ccccc12
    -7, -6
CCCNS(=O)(=O)c1cccn1-c1ncc(C(F)(F)F)cc1Cl
    /, 5
Cn1c(CSc2nc3ccccc3n2C)nc2ccccc21
    /, 4
c1ccc(-c2cnnc(-c3ccccn3)n2)cc1
    /, -28
Cc1ccc(Cl)cc1N1CCN(S(=O)(=O)c2ccc3c(c2)OCCO3)CC1
    -2, -1

# Remaining list, next part:
# Every second line gives: HIV RNase H inh, RmlC RmlD mix
CCOc1cc2c(C#N)c(N3CCCC3)nc(N)c2c(N)n1
    /, 8
CCN1CCN(c2nc3c(c(=O)n(C)c(=O)n3C)n2CCSc2ncccn2)CC1
    -2, 10
COc1cccc(NC(=O)C2CCCCC2)c1
    /, -1
COc1ccc(-c2noc(N3CCC(C(=O)N4CCN(c5ccccn5)CC4)CC3)n2)cc1
    34, -7
CC(C)Oc1cccc(C(=O)NC(=S)N2CCN(c3ccc(C(F)(F)F)cc3[N+](=O)[O-])CC2)c1
    /, 10
COc1ccc(/C(O)=C2/C(=O)C(=O)N(CCCN(C)C)C2c2cccnc2)cc1 (configuration not stated)
    2, /
CCCc1nc(SCC(=O)N2CCN(c3ccccc3)CC2)c2c(=O)n(C)c(=O)n(C)c2n1
    -20, /
CCOC(=O)Nc1cccc2ccccc12
    -5, 12
CCC(=O)Nc1ncc2c(n1)CC(c1ccco1)CC2=O (configuration not stated)
    /, 8
Cc1ccccc1-n1c(SCC(=O)c2cc(C)n(C)c2C)nnc1-c1cccnc1
    /, -6
CCn1nc(-c2cccs2)nc2c(=O)n(C)c(=O)nc1-2
    0, /
COc1ccc(C(CCN2CCOCC2)c2c(OC)cc(OC)c3c(C)cc(=O)oc23)cc1 (configuration not stated)
    /, 8
O=C(/C=C/c1ccccc1)NC(NC(=S)Nc1ccc(Cl)cc1)C(Cl)(Cl)Cl (configuration not stated)
    /, 10
O=C(Nc1ccccc1C(=O)N1CCOCC1)c1noc2c1CCCC2
    1, 5
CC(C)CNC(=O)CC(=O)N/N=C/c1ccc(Br)cc1
    /, -4
O=C(c1cc(-c2ccncc2)nc2ccccc12)N1CCN(S(=O)(=O)/C=C/c2ccccc2)CC1
    /, -9
Cc1ccc2c(c1)C(N1CCCC1=O)CC(c1ccco1)N2 (configuration not stated)
    -2, 1
O=C(NC1CCCCC1)N1CCCC(c2nc(-c3ccc(S(=O)(=O)N4CCCC4)cc3)no2)C1 (configuration not stated)
    -2, 6
O=S(=O)(Nc1ccc2c(c1)CCC2)c1cccs1
    -25, 7
CCOC(=O)c1cnn(CC2CCCCC2)c1N
    47, -10
O=C1CCCc2ccccc2N1Cc1cccc(Cl)c1
    /, 9
CN(CC(=O)Nc1cccc2c1CCCC2)S(=O)(=O)c1ccccc1
    /, -2
Nn1c(SCC(=O)Nc2ccc3c(c2)OCO3)nnc1-c1ccncc1
    11, /

# Of the compounds above, these contain a halogen.
# Every second line gives: HIV RNase H inh, RmlC RmlD mix
Cc1nc2scc(-c3ccc(Cl)cc3)c2c(=O)o1
    /, 1
CC1CC(NC(=O)Cc2ccc(Br)cc2)CC(C)(C)C1 (configuration not stated)
    /, 5
O=C(COc1ccccc1F)Nc1nnc(-c2ccncc2)s1
    /, 25
O=C1CC(N(Cc2ccco2)C(=O)Nc2ccc(F)cc2)C(=O)N1c1ccc(F)cc1 (configuration not stated)
    -7, 4
OCCN(Cc1ccccc1)Cc1ccc(Cl)cc1
    /, 10
O=C(CSc1nnc2ccccn12)c1ccc(OC(F)F)cc1OC(F)F
    1, 4
CCCn1nnc(NC(=O)Cc2ccc(Cl)cc2)n1
    0, 5
COc1ccc(NC(=S)Nc2cc(-c3ccccc3)[nH]n2)cc1Cl
    /, 29
Cc1cc(C)c2c(c1)SC1=NC(c3ccccc3)(C(F)(F)F)NC(=O)N12 (configuration not stated)
    /, -6
CCn1ncc(Cl)c1C(=O)NC(C)c1ccccc1 (configuration not stated)
    -15, 2
CCN(CC)S(=O)(=O)c1cc(C(=O)OCC(=O)c2ccc3c(c2)NC(=O)CO3)ccc1Cl
    /, -34
Cn1c(=O)n(CCCOc2ccc(Br)cc2)c2ccccc21
    -44, 3
Cc1[nH][nH]c(=O)c1C(c1ccc(-c2ccc(Cl)cc2Cl)o1)c1c(C)[nH][nH]c1=O
    /, -16
O=C(OCc1c(Cl)cccc1Cl)c1cccnc1
    -93, -19
O=C(CN1CCN(Cc2ccccc2)CC1)c1ccc(Br)cc1
    -26, /
O=c1[nH]c2cc3c(cc2cc1CN(CCCO)Cc1nnnn1Cc1ccc(F)cc1)OCO3
    -23, -48
CCCNS(=O)(=O)c1cccn1-c1ncc(C(F)(F)F)cc1Cl
    /, 5
Cc1ccc(Cl)cc1N1CCN(S(=O)(=O)c2ccc3c(c2)OCCO3)CC1
    -2, -1
CC(C)Oc1cccc(C(=O)NC(=S)N2CCN(c3ccc(C(F)(F)F)cc3[N+](=O)[O-])CC2)c1
    /, 10
O=C(/C=C/c1ccccc1)NC(NC(=S)Nc1ccc(Cl)cc1)C(Cl)(Cl)Cl (configuration not stated)
    /, 10
CC(C)CNC(=O)CC(=O)N/N=C/c1ccc(Br)cc1
    /, -4
O=C1CCCc2ccccc2N1Cc1cccc(Cl)c1
    /, 9

# Only part of the results is shown, so the mix of outcomes need not match the whole.
